Screening results (PubChem)
UBC13 inh – inhibitors of human UBC13 polyubiquitin chain formation; P61088; TR-FRET; inhibition, % at 20 µM; hit rate 0.47% among 330,000; AID 485273; in the data active = inhibition above about 45%, passing the limit was not always enough
Target sequence (P61088 whole entry, looked up): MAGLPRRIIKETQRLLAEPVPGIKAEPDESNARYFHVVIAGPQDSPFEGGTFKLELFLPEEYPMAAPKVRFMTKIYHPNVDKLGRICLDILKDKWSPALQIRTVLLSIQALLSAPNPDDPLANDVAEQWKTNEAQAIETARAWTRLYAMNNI
SENP7 inh – blocks the human protease SENP7 | hit rate 1.5% among 330,000 | AID 434973 | recombinant SENP7, Z-RLRGG-aminoluciferin luminescence, 40 min | inhibition, % at 5 µM;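 active = inhibition above about 50% at the single test dose, limit read from the data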;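 also: plate controls were DMSO with enzyme for no effect and no enzyme buffer wells for full effect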
Target sequence (Q9BQF6 706-1050 limits assumed): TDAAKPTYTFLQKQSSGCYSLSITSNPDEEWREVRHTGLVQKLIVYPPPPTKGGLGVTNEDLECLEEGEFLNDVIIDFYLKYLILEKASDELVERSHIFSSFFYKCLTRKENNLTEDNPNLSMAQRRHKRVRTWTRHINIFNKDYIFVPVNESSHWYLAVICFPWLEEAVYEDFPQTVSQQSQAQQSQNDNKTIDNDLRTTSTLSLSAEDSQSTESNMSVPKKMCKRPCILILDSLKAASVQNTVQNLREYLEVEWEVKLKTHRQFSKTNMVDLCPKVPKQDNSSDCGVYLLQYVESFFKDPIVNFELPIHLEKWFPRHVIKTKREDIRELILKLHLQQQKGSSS
SENP8 block-1 – blocks the human protease SENP8; Q96LD8; purified SENP8, Z-RLRGG-aminoluciferin cleavage, luminescence; inhibition, % at 10 µM; hit rate 1.2% among 330,000; AID 2540; in the data active = inhibition above about 50%
Target sequence (Q96LD8 whole entry, looked up): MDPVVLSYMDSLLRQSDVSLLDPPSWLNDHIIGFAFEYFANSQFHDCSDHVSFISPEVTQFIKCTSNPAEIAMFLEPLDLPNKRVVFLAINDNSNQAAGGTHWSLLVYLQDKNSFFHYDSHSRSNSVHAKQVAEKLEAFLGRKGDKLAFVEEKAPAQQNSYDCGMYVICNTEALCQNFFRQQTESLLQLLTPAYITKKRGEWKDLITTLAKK
SENP1 FRET inh – inhibitors of human SENP1 SUMO protease catalytic domain; recombinant SENP1 catalytic domain, CyPet-SUMO1-YPet FRET cleavage; Q9P0U3; AID 624204; inhibition, % at 10 µM; hit rate 0.21% among 360,000;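 active = inhibition at least 30% at 10 µM, raw YFP signal under a set limit, fluorescence ratio 0.5 to 1.5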;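 also: 0% = enzyme with DMSO and 100% = no enzyme wells; some results filed as inactive read as strong as hits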
Target sequence (Q9P0U3 419-644 limits assumed): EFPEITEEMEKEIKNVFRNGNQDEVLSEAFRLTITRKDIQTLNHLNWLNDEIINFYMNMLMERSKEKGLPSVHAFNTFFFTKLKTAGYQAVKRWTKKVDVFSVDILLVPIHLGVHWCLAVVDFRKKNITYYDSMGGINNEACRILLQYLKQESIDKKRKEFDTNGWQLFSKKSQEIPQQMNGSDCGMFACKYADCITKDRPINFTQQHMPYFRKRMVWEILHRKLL
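Test system: hSENP1 catalytic domain, recombinant; Amount: 20 pM final SENP1 enzyme; Medium: Tris pH 8 buffer plus EDTA, NaCl, BME, BSA, NP40, catalase; Schedule: 50 min enzyme reaction, room temperature, light-protected; Technique: FRET fluorescence in CFP and YFP emission channels; Controls: no-enzyme wells low, DMSO-plus-enzyme wells high control.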
SENP8 block-2 – inhibitors of human SENP8 protease; recombinant SENP8, Nedd8 substrate fluorescence; hit rate 0.64% among 360,000; Q96LD8; AID 602440; inhibition, % at 20 µM; in the data active = inhibition mostly above about 40%, no sharp cut-off; inactive = mostly below about 27%
Apaf-1 inh – blocks human Apaf-1 apoptosome activity | reconstituted apoptosome caspase-3 activity, DEVD-Rh110 fluorescence | O14727 | hit rate 0.71% among 330,000 | inhibition, % at 20 µM; active = inhibition of at least 40% at 20 µM;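 also: plate controls were DMSO wells for no effect and DEVD-CHO caspase inhibitor wells for full effect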
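Material: cell-free apoptosome with Apaf-1, procaspase-3 and caspase-9; Buffer or medium: Hepes pH 7.5 with detergent and BSA; Reagent: cytochrome c trigger plus (Z-DEVD)2-Rh110 caspase-3 substrate; Times: compound with Apaf-1, dATP, procaspase-3 30 min, then 50 min reaction, room temperature; Technique: Rh110 fluorescence intensity.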
SENP6 block – SENP6 protease inhibition | inhibition, % at 10 µM | AID 2599 | Q9GZR1 | Recombinant SENP6 catalytic domain, aminoluciferin luminescence | hit rate 1.8% among 330,000;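 active = inhibition above about 50% at the single tested dose, limit read from the data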;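 also: plate controls were DMSO wells with enzyme for no effect and DMSO wells lacking enzyme for full effect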
A3G deaminase – blocks human APOBEC3G single-stranded DNA deamination | AID 493012 | Q9HC16 | hit rate 0.28% among 330,000 | recombinant A3G, ssDNA deamination FAM/TAMRA fluorescence | inhibition, % at 20 µM;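 active = inhibition of at least 40% at 20 µM, with no more than 30% in the related APOBEC3A deaminase screen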;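 also: plate controls were DMSO wells with A3G for no effect and wells lacking A3G enzyme for full effect; some compounds called inactive have numbers as strong as hits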
* = called active by the depositor; i = inactive; · = no result given.

SMILES	UBC13 inh	SENP7 inh	SENP8 block-1	SENP1 FRET inh	SENP8 block-2	Apaf-1 inh	SENP6 block	A3G deaminase
CN(C(=O)CN1C(=O)S/C(=C\c2ccc(Cl)cc2)C1=O)C1CCS(=O)(=O)C1 (configuration not stated)	-18	-22	-16	3	2	12	-21	-7
O=C(NC1CCCC1)c1cccc(NC(=O)c2ccco2)c1	7	5	3	2	30	4	1	0
O=C(O)C1CCCCN1S(=O)(=O)c1ccccc1 (configuration not stated)	-3	4	-2	2	15	11	1	-3
COc1cc(C)ccc1OC(C)C(=O)Nc1ccc(N2CCCCC2)cc1 (configuration not stated)	6	5	-6	0	10	15	-13	-5
O=C(CCC(=O)c1ccc(Cl)cc1)OCC(=O)c1ccccc1	9	2	-2	2	13	12	-10	-5
OCc1cn(-c2ccccc2)nc1-c1cccnc1	2	-6	-4	0	29	0	-14	-5
CCOC(=O)/C=C/[C@H]1CC2(CCO1)SCCCS2	8	-1	-5	0	22	-4	2	1
Cc1nc2ccccc2n1CC(=O)NC1CCCCCC1	9	1	1	-1	25	-12	-10	-5
CCCOC1CCCN(C(=O)c2cc(COc3c(F)cccc3F)on2)C1 (configuration not stated)	8	-5	-7	1	1	-3	2	-3
O=C(O)CCCCCCCCCCP(=O)(c1ccccc1)c1ccccc1	-4	-6	-7	1	12	7	3	2
CCNC(=S)Nc1ccc(OCC)cc1	7	-2	-3	2	-5	-6	0	-4
CCCN(CC(=O)Nc1ccc(F)c(F)c1F)C(=O)Cn1c(=O)cnc2ccccc21	-7	-4	-11	-5	-138	-6	-16	-7
Cc1cc(NC(=O)c2cn(C3CCCCC3)c(=O)c3c2c2ccccc2n3C)no1	2	-5	2	3	-353	11	1	-9
FC(F)(F)Oc1ccc(NC(=S)Nc2ccccc2N2CCOCC2)cc1	4	0	-9	3	18	1	-32	-6
Cc1cc(C)nc(SCc2cc(=O)c(OC(=O)c3ccc(Br)o3)co2)n1	5	-3	-3	3	13	1	-24	-5
CC1(C)CC2CC(C)(CN2C(=O)c2cc(-c3ccc(O)cc3)on2)C1 (configuration not stated)	10	-4	-5	0	7	14	-13	-13
COc1ccc(N2CC(C(=O)N3CCC(c4nc5ccccc5[nH]4)CC3)CC2=O)cc1 (configuration not stated)	-2	-6	5	4	4	4	6	-1
COC(=O)C1=C(C(=O)OC)[C@@H]2Nc3ccccc3[C@@]23C[C@@H](C(=O)OC)N(C(=O)COCc2ccccc2)C3=N1	-17	4	-15	2	14	0	-17	-8
COC(=O)c1ccc2c(=O)n(CCCCCC(=O)N3CCN(c4ccc(F)cc4)CC3)c(=O)[nH]c2c1	1	7	0	0	-110	14	-3	0
Cc1ccc(C(=O)Nc2ccncc2)c(C)c1	1	1	4	2	7	-11	0	-5
CN(CCC#N)CC(=O)Nc1ccc(NC(=O)CN(C)CCC#N)cc1	-2	9	6	-1	6	-8	4	-2
Cc1cccc(C)c1OCC(=O)Nc1ccc2c(c1)OCCO2	2	8	4	0	4	12	5	3
COCCN(C(=O)c1ccco1)c1nnc(-c2ccc(F)cc2)s1	-5	-9	-9	0	-10	7	0	-14
Cc1nc(CNS(=O)(=O)c2cc(F)ccc2F)cs1	1	-5	-2	-2	16	-1	-10	1
Cn1cccc1C1C=C(c2ccc(C(C)(C)C)cc2)Nc2ncnn21 (configuration not stated)	7	-12	-15	14	i	18	-11	-9
COCCn1c(=S)[nH]c2cc(C(=O)N3CC(C)CC(C)C3)ccc2c1=O (configuration not stated)	-1	-9	-2	0	9	2	9	-5
CCOC(=O)Cc1csc(NC(=O)c2cccc(N3C(=O)CCC3=O)c2)n1	-8	-4	2	0	-3	-25	-15	-5
Cc1ccc(NC(=O)N2CCC(c3nc4c(nnn4Cc4cccc(Cl)c4)c(=O)[nH]3)CC2)cc1	10	10	12	0	8	24	1	-2
CCN(CC)c1ccc(NC(=O)CSC(=O)c2ccccc2)cc1	5	6	2	2	2	1	-4	-5
Cc1ccc(CNC(=O)C2CCCN(S(C)(=O)=O)C2)cc1 (configuration not stated)	7	-2	6	3	7	-8	-17	-10
N=c1c2c(n(Cc3ccc([N+](=O)[O-])cc3)c3c1CCC3)CCCC2	-4	-5	-11	0	7	-3	-1	-2
CCn1ncc(C(=O)Nc2cc(C)on2)c1C	5	7	-2	1	11	-6	-9	0
COc1ccc(C(C)=O)cc1COC(=O)c1ccc2c(c1)OCO2	0	-3	-4	0	6	8	-1	-4
c1ccc(CSc2ncccn2)cc1	-3	-1	-18	0	10	3	-18	-4
Cc1nnc2c(NC(C)C)nc3ccccc3n12	0	2	5	4	9	6	-16	-6
CCOC(=O)c1c(C)c(C(=O)NCCc2ccccc2)c(C)n1C	7	11	-6	0	-1	-5	-9	-4
CC12C=CC3(O1)C(C(=O)N(c1ccccc1)C3C(=O)NC1CCCC1)C2C(N)=O (configuration not stated)	7	1	4	2	11	-4	-13	9
CC(=O)NC(=S)NNC(=O)C(c1ccccc1)c1ccccc1	-31	-4	-9	0	1	15	0	46*
COc1ccc(/C=C2\C(=O)ON=C2c2cccc([N+](=O)[O-])c2)cc1	-6	-1	-1	·	·	8	-14	-4
CC1CCCCC1NC(=O)CCC(=O)N1CCOc2ccc(Cl)cc21 (configuration not stated)	0	8	-3	1	10	-1	1	-6
O=C(NCCCO)/C(=C\c1cn(-c2ccccc2)nc1-c1cccnc1)NC(=O)c1ccccc1	-5	-4	4	-2	1	-15	-11	0
COc1ccc(NC(=O)Nc2ccc(Br)c(C)c2)cc1	0	7	-8	1	18	-10	-14	-3
Cc1cccc(NC(=O)CN2C(=O)S/C(=C\c3cc(C)n(C)c3C)C2=O)c1	4	-6	1	-51	-74	-1	-22	-10
O=C(/C=C/c1cccc(Cl)c1)NCc1ccncc1	0	-3	-5	-2	6	-2	-7	-4
O=C(c1cn(Cc2ccccc2)nc1-c1cccnc1)N1CCc2ccccc2C1	8	-4	-3	-1	10	0	4	-6

Reprinted at random: 6 records from the list
SMILES	UBC13 inh	SENP7 inh	SENP8 block-1	SENP1 FRET inh	SENP8 block-2	Apaf-1 inh	SENP6 block	A3G deaminase
COc1ccc(NC(=O)Nc2ccc(Br)c(C)c2)cc1	0	7	-8	1	18	-10	-14	-3
CC12C=CC3(O1)C(C(=O)N(c1ccccc1)C3C(=O)NC1CCCC1)C2C(N)=O (configuration not stated)	7	1	4	2	11	-4	-13	9
COc1ccc(C(C)=O)cc1COC(=O)c1ccc2c(c1)OCO2	0	-3	-4	0	6	8	-1	-4
CCn1ncc(C(=O)Nc2cc(C)on2)c1C	5	7	-2	1	11	-6	-9	0
O=C(c1cn(Cc2ccccc2)nc1-c1cccnc1)N1CCc2ccccc2C1	8	-4	-3	-1	10	0	4	-6
COc1ccc(/C=C2\C(=O)ON=C2c2cccc([N+](=O)[O-])c2)cc1	-6	-1	-1	·	·	8	-14	-4

The list continues:
SMILES	UBC13 inh	SENP7 inh	SENP8 block-1	SENP1 FRET inh	SENP8 block-2	Apaf-1 inh	SENP6 block	A3G deaminase
CCOc1cccc(-c2nc3cc(C)ccc3o2)c1	4	46	40	0	14	-5	79*	-5
O=C(CSc1nncn1-c1ccccc1)Nc1ccccc1F	-5	-6	-10	0	9	4	-12	-11
O=C(COn1nnc2ccc(Cl)cc21)Nc1ccc(F)cc1	-13	-8	-8	-2	12	18	-25	8
O=S(=O)(Nc1ccc(-c2ccc3nncn3n2)cc1)c1cccs1	-4	-8	-3	7	-271	4	-11	-9
CCO[C@H]1OC(C(=O)NCc2ccccc2)=C[C@@H](c2ccc(Br)cc2)[C@@H]1CCCO	6	4	4	2	6	5	-6	-5
CC1CCCC(NC(=O)COC(=O)c2c[nH]c(=O)[nH]c2=O)C1C (configuration not stated)	-6	-11	-9	0	16	3	-21	5
O=C(c1ccc(NC(=O)C2(c3ccccc3)CCCC2)cc1)N1CCOCC1	4	-6	1	2	16	-8	-49	-10
O=C(C1=C[C@H](C2CCCCC2)C[C@H](OCCCCO)O1)N1CCOCC1	5	-9	7	1	3	-5	1	-6
O=C(O)Cc1ccc(NC(=O)Nc2cccc3ccccc23)cc1	-7	18	-11	3	-122	5	-11	-5
COc1ccc(N2C3=[N+](CCCC3)CC2(C)O)cc1 (configuration not stated)	4	0	3	0	8	-15	-14	-7
Cc1ccc(S(=O)(=O)NCc2ccncc2)cc1C	-2	-10	-4	-1	5	7	-16	-7
COc1ccc(CNC(=O)CN(C(=O)c2csnn2)c2ccc(F)cc2)cc1	-1	6	3	0	7	1	-3	-14
O=C(NCCN1C(=O)S/C(=C\c2ccc(OC(F)F)cc2)C1=O)[C@@H]1CCCN1C(=O)c1cccs1	-9	-3	2	0	15	16	2	-2
NC(=O)CSc1oc(-c2ccco2)nc1S(=O)(=O)c1ccc(Br)cc1	1	0	3	-5	-30	-5	-8	-9
CCOC(=O)N1CCC(NS(=O)(=O)c2ccccc2)CC1	-1	-1	1	1	17	-8	-9	-4
O=C(O)c1sccc1S(=O)(=O)c1ccccc1	-5	-3	4	3	16	3	-11	-9
N#CC1(NC(=O)COC(=O)CNC(=O)c2sc3ccccc3c2Cl)CCCCC1	3	-15	-10	2	2	6	-1	-8
COc1ccc([C@H]2CC(=O)C=C(c3ccc4c(c3)OCCO4)C2)cc1	-2	-6	-16	1	-199	21	-19	-10
CC1CCCN(S(=O)(=O)c2ccc(C(=O)Nc3nnc(C4CC4)o3)cc2)C1 (configuration not stated)	-11	6	31	-6	4	-1	-12	-6
COCC(=O)N(Cc1cc2ccc(C)cc2[nH]c1=O)c1cccc(C)c1	0	5	-4	-1	-23	0	0	-8
Cc1nc2c(-c3ccc(F)cc3)c(C)nn2c(C)c1CCC(=O)NC(C)CCc1ccco1 (configuration not stated)	6	-3	-6	-5	-52	9	3	-6
COc1ccc(CN2CCCCC2C(=O)Nc2ccc(OC)c(OC)c2)cc1OC (configuration not stated)	8	1	-8	0	10	-14	4	-3
CCOC(=O)C(=N/O)/C(C)=N/NC(C)=O	-1	-2	-6	1	17	3	-7	-3
Cc1noc(C)c1COc1cccc(C(=O)Nc2ccc(Br)cc2F)c1	3	0	1	-1	-1	17	11	-2
NS(=O)(=O)c1ccc(CCNC(=O)c2cc3ccccc3s2)cc1	2	-6	-2	0	-1	9	-1	14
O=C(C1CCC(Cn2c(=S)[nH]c3ccccc3c2=O)CC1)N1CCN(c2ccccn2)CC1 (configuration not stated)	16	3	3	2	10	11	-2	-2
COc1ccc(-c2noc(CCCC(=O)NC3CCCC3)n2)cc1OC	3	1	3	2	10	5	14	1
C=CCn1c(Cc2nc3ccccc3[nH]2)n[nH]c1=S	0	1	-15	-2	-2	-15	-9	12
CCOC(=O)Nc1c(C(=O)OC)[nH]c2cc(OC)ccc12	1	6	-1	0	-423	0	2	-4
COC(=O)CSc1nnc(CNC(=O)c2ccccc2F)n1-c1ccccc1	18	6	3	1	6	-6	-2	0
COc1ccccc1N1N=C(C(=O)c2ccccc2)C2C(=O)N(c3ccc(Br)cc3)C(=O)C21 (configuration not stated)	-6	3	-2	0	6	-16	-15	-2
COc1cccc(CN(C)C(=O)C(CCSC)NS(=O)(=O)c2ccc3c(c2)OCCO3)c1OC (configuration not stated)	-7	3	-5	2	16	11	-12	0
C/C(=N\NC(=O)C1CC1)c1ccccc1O	-15	-8	-12	2	7	-6	-14	6
Cc1ccccc1-c1noc(C2CCCCC2)n1	7	7	-12	0	10	7	16	2
COc1ccc(CC(=O)NNC2=Nc3cccc4cccc2c34)cc1	-8	3	4	-80	-45	-3	-2	5

In another format: results already given
Cc1ccccc1-c1noc(C2CCCCC2)n1
  UBC13 inh = 7	SENP7 inh = 7	SENP8 block-1 = -12	SENP1 FRET inh = 0	SENP8 block-2 = 10	Apaf-1 inh = 7	SENP6 block = 16	A3G deaminase = 2
COc1ccc(CC(=O)NNC2=Nc3cccc4cccc2c34)cc1
  UBC13 inh = -8	SENP7 inh = 3	SENP8 block-1 = 4	SENP1 FRET inh = -80	SENP8 block-2 = -45	Apaf-1 inh = -3	SENP6 block = -2	A3G deaminase = 5
